NFkB transloc pot – enhances IL-1B driven NFkB nuclear translocation. actives 0.3% (n = 94,000). activation, % at 2 µM. AID 819. HUVEC IL-1B NFkB p65 nuclear translocation imaging;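 active means activation above 40%, about the mean plus 3 SD, also judged a hit on visual image review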;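 further: percent activation is computed from the nuclear over cytoplasmic p65 intensity ratio; values of inactives mirror those of a sister screen read the other way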
NFkB transloc inh – blocks IL-1B driven NFkB nuclear translocation in HUVEC cells; HUVEC IL-1B NFkB p65 nuclear translocation imaging; inhibition, % at 2 µM; actives 0.43% (n = 94,000); AID 796;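 active means inhibition above about 30% together with a positive call from visual inspection of the well image, limit read from the data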;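 further: nuclear over cytoplasmic p65 intensity ratio measured by imaging; 0% = IL-1B stimulated DMSO wells and 100% = unstimulated DMSO wells; values of inactives mirror those of a sister screen read the other way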
PLAP inhibition – PLAP enzyme inhibitors, biochemical, luminescence, HTS (AID 690); purified PLAP, luminescent substrate; higher % means a stronger effect; inhibition, % at 20 µM, or IC50 in µM where a hit was titrated; actives 0.08% (n = 96,000); in the data active means a potency from the dose series; inactive means the rest, 99 in 100 with inhibition below about 30%; further: strong numbers were not always called active
Bcl-B displacement – displacers of TR3 peptide from Bcl-B, primary screen, selectivity assay for Bfl-1 inhibitor project, biochemical, fluorescence polarization; one-dose displacement, % at 20 µM; IC50 in µM for titrated hits; FP displacement of FITC-TR3 peptide from Bcl-B; higher % means a stronger effect; actives 0.11% (n = 96,000); AID 748;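 active means displacement above 50% at 20 µM plus a fluorescence interference ratio under 1.5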;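 further: plate controls were wells without compound for no effect and wells lacking Bcl-B protein for full effect; a part of the inactive calls stands beside numbers as strong as those of hits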
MRP resist rev – compounds reversing MRP-mediated drug resistance | H69AR cells + 2 uM doxorubicin, CellTiter-Glo, 72 h | differential viability (reversal), % at 10 µM | actives 0.04% (n = 85,000) | AID 602;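 active means viability drop by adding the cancer drug above about 55%, with treated viability meeting a 40% cutoff, limit read from the data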;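 further: viability without doxorubicin minus viability with 2 µM doxorubicin for each compound; larger differential means the compound sensitizes cells more to doxorubicin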
MRP resist rev cytotoxicity – further read-out of MRP resist rev, marked with its call; viability, %; H69AR cells, CellTiter-Glo, 72 h; measured here: cytotoxicity without doxorubicin
MRP resist rev with doxorubicin – recorded beside MRP resist rev, whose call it bears; viability, %; measured here: viability with 2 uM doxorubicin; active compounds read low
NFkB transloc inh cell count 2 µM – also measured in NFkB transloc inh; calls as there; cell count; measured here: cells passing quality filter;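 raw number of nuclei counted in each imaged well without normalization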
NFkB transloc pot cell count 2 µM – second read-out of NFkB transloc pot, no call of its own (marks repeat the call); cell count; measured here: cells passing quality filter
An asterisk follows results filed as active. Only part of the results is shown. The share of hits here may be higher or lower than overall.

For CC1CC(C)CN(c2ncnc3c2cnn3Cc2ccc(Cl)cc2)C1 (centres undefined) the results were NFkB transloc pot 18, NFkB transloc inh -18, PLAP inhibition 10%, Bcl-B displacement -4%, MRP resist rev 3, MRP resist rev cytotoxicity 82, MRP resist rev with doxorubicin 80, NFkB transloc inh cell count 2 µM 126 and NFkB transloc pot cell count 2 µM 126.
`Cc1cc(C(=O)OCC(=O)Nc2cc(C)on2)c2ccccc2n1` gave NFkB transloc pot -8, NFkB transloc inh 8, PLAP inhibition 20%, Bcl-B displacement -7%, MRP resist rev 4, MRP resist rev cytotoxicity 94, MRP resist rev with doxorubicin 90, NFkB transloc inh cell count 2 µM 140 and NFkB transloc pot cell count 2 µM 140.
For CCOc1ccc(CCNC(=O)C2CCN(C(=O)N(C)C)CC2)cc1OCC the results were PLAP inhibition -17%, Bcl-B displacement 0%, MRP resist rev 4, MRP resist rev cytotoxicity 93 and MRP resist rev with doxorubicin 89.
For COc1ccc(Cl)cc1NC(=O)C(=O)NC1CCCCCC1 the results were NFkB transloc pot 7, NFkB transloc inh -7, PLAP inhibition 8%, Bcl-B displacement 3%, MRP resist rev -5, MRP resist rev cytotoxicity 73, MRP resist rev with doxorubicin 78, NFkB transloc inh cell count 2 µM 168 and NFkB transloc pot cell count 2 µM 168.
For CC(=O)c1ccc(N(C)C)cc1 the results were NFkB transloc pot 6, NFkB transloc inh -6, PLAP inhibition 12%, Bcl-B displacement 7%, NFkB transloc inh cell count 2 µM 152 and NFkB transloc pot cell count 2 µM 152.
CN1CCN(C(=O)c2sc(=S)n(-c3ccccc3)c2N)CC1 was read as NFkB transloc pot 15, NFkB transloc inh -15, PLAP inhibition 13%, Bcl-B displacement 0%, MRP resist rev 11, MRP resist rev cytotoxicity 99, MRP resist rev with doxorubicin 88, NFkB transloc inh cell count 2 µM 169 and NFkB transloc pot cell count 2 µM 169.
Screening CSc1nc(C)c2c(n1)OC(CN1C(=O)c3ccccc3C1=O)C2 (centres undefined) returned PLAP inhibition 10%, Bcl-B displacement -3%, MRP resist rev -3, MRP resist rev cytotoxicity 89 and MRP resist rev with doxorubicin 92.
For CCOC(=O)c1oc2ccccc2c1NC(=O)COC the results were NFkB transloc pot -9, NFkB transloc inh 9, PLAP inhibition -38%, Bcl-B displacement 0%, MRP resist rev 24, MRP resist rev cytotoxicity 98, MRP resist rev with doxorubicin 75, NFkB transloc inh cell count 2 µM 117 and NFkB transloc pot cell count 2 µM 117.
For CCCN1C(=O)c2ccccc2NC1c1cc(OC)c(OC)c(OC)c1 (centres undefined) the results were NFkB transloc pot -5, NFkB transloc inh 4, MRP resist rev 9, MRP resist rev cytotoxicity 81, MRP resist rev with doxorubicin 72, NFkB transloc inh cell count 2 µM 74 and NFkB transloc pot cell count 2 µM 74.
`COC(=O)Cn1c(=NC(=O)CSCC(=O)NC2CCCCC2)sc2cc(OC)ccc21` gave NFkB transloc pot -19, NFkB transloc inh 19, PLAP inhibition 32%, Bcl-B displacement 0%, MRP resist rev -2, MRP resist rev cytotoxicity 77, MRP resist rev with doxorubicin 79, NFkB transloc inh cell count 2 µM 38 and NFkB transloc pot cell count 2 µM 38.
`O=C(c1ccccc1)N1CCN(C2CC(=O)N(CCc3ccccc3)C2=O)CC1` (centres undefined) gave NFkB transloc pot -3, NFkB transloc inh 3, PLAP inhibition -20%, Bcl-B displacement -12%, MRP resist rev 7, MRP resist rev cytotoxicity 97, MRP resist rev with doxorubicin 90, NFkB transloc inh cell count 2 µM 92 and NFkB transloc pot cell count 2 µM 92.
CC(C)CCNC(=O)CN(Cc1cccs1)C(=O)CCC(=O)Nc1nccs1 was read as NFkB transloc pot 3, NFkB transloc inh -3, PLAP inhibition -8%, Bcl-B displacement -3%, NFkB transloc inh cell count 2 µM 183 and NFkB transloc pot cell count 2 µM 183.
`COc1ccc(NC(=O)C2CC2)cc1NS(=O)(=O)c1ccc(F)cc1` gave NFkB transloc pot 7, NFkB transloc inh -7, PLAP inhibition -18%, Bcl-B displacement -6%, NFkB transloc inh cell count 2 µM 165 and NFkB transloc pot cell count 2 µM 165.
Screening CCOc1ccc(C(=O)CCC(=O)O)cc1 returned NFkB transloc pot 6, NFkB transloc inh -6, PLAP inhibition 17%, Bcl-B displacement 3%, MRP resist rev 1, MRP resist rev cytotoxicity 93, MRP resist rev with doxorubicin 92, NFkB transloc inh cell count 2 µM 180 and NFkB transloc pot cell count 2 µM 180.
`Cc1c(C)c2cc(Cl)c(OCc3nn[nH]n3)cc2oc1=O` gave NFkB transloc pot 22, NFkB transloc inh -22, PLAP inhibition 0%, Bcl-B displacement -2%, MRP resist rev 4, MRP resist rev cytotoxicity 88, MRP resist rev with doxorubicin 84, NFkB transloc inh cell count 2 µM 198 and NFkB transloc pot cell count 2 µM 198.
Screening CCc1sc(C(=O)NC2CCN(C)CC2)cc1Br returned NFkB transloc pot 9, NFkB transloc inh -9, PLAP inhibition -39%, Bcl-B displacement -11%, MRP resist rev 12, MRP resist rev cytotoxicity 98, MRP resist rev with doxorubicin 86, NFkB transloc inh cell count 2 µM 179 and NFkB transloc pot cell count 2 µM 179.
Screening Cc1cccc(-n2c(SCC(=O)Nc3nonc3C)nnc2-c2ccoc2C)c1 returned NFkB transloc pot 9, NFkB transloc inh -9, PLAP inhibition -17%, Bcl-B displacement -4%, MRP resist rev 3, MRP resist rev cytotoxicity 83, MRP resist rev with doxorubicin 80, NFkB transloc inh cell count 2 µM 216 and NFkB transloc pot cell count 2 µM 216.
Screening c1ccc(-c2cc(N3CCOCC3)nc(-c3ccccc3)n2)cc1 returned NFkB transloc pot 12, NFkB transloc inh -12, PLAP inhibition 14%, Bcl-B displacement 6%, MRP resist rev -5, MRP resist rev cytotoxicity 98, MRP resist rev with doxorubicin 103, NFkB transloc inh cell count 2 µM 98 and NFkB transloc pot cell count 2 µM 98.
Screening O=C(CSc1nnc(C2COc3ccccc3O2)o1)N1CCCCC1 (centres undefined) returned NFkB transloc pot -1, NFkB transloc inh 1, PLAP inhibition 20%, Bcl-B displacement 1%, MRP resist rev 10, MRP resist rev cytotoxicity 89, MRP resist rev with doxorubicin 79, NFkB transloc inh cell count 2 µM 195 and NFkB transloc pot cell count 2 µM 195.
Cc1cccc2cc(C(c3nnnn3C3CCCC3)N3CCOCC3)c(=O)[nH]c12 (centres undefined) was read as NFkB transloc pot -5, NFkB transloc inh 5, PLAP inhibition -10%, Bcl-B displacement 4%, MRP resist rev 12, MRP resist rev cytotoxicity 94, MRP resist rev with doxorubicin 82, NFkB transloc inh cell count 2 µM 98 and NFkB transloc pot cell count 2 µM 98.

Random excerpt: 5 entries already listed, in no set order.
For COc1ccc(Cl)cc1NC(=O)C(=O)NC1CCCCCC1 the results were NFkB transloc pot 7, NFkB transloc inh -7, PLAP inhibition 8%, Bcl-B displacement 3%, MRP resist rev -5, MRP resist rev cytotoxicity 73, MRP resist rev with doxorubicin 78, NFkB transloc inh cell count 2 µM 168 and NFkB transloc pot cell count 2 µM 168.
`COC(=O)Cn1c(=NC(=O)CSCC(=O)NC2CCCCC2)sc2cc(OC)ccc21` gave NFkB transloc pot -19, NFkB transloc inh 19, PLAP inhibition 32%, Bcl-B displacement 0%, MRP resist rev -2, MRP resist rev cytotoxicity 77, MRP resist rev with doxorubicin 79, NFkB transloc inh cell count 2 µM 38 and NFkB transloc pot cell count 2 µM 38.
CN1CCN(C(=O)c2sc(=S)n(-c3ccccc3)c2N)CC1 was read as NFkB transloc pot 15, NFkB transloc inh -15, PLAP inhibition 13%, Bcl-B displacement 0%, MRP resist rev 11, MRP resist rev cytotoxicity 99, MRP resist rev with doxorubicin 88, NFkB transloc inh cell count 2 µM 169 and NFkB transloc pot cell count 2 µM 169.
`COc1ccc(NC(=O)C2CC2)cc1NS(=O)(=O)c1ccc(F)cc1` gave NFkB transloc pot 7, NFkB transloc inh -7, PLAP inhibition -18%, Bcl-B displacement -6%, NFkB transloc inh cell count 2 µM 165 and NFkB transloc pot cell count 2 µM 165.
For CC1CC(C)CN(c2ncnc3c2cnn3Cc2ccc(Cl)cc2)C1 (centres undefined) the results were NFkB transloc pot 18, NFkB transloc inh -18, PLAP inhibition 10%, Bcl-B displacement -4%, MRP resist rev 3, MRP resist rev cytotoxicity 82, MRP resist rev with doxorubicin 80, NFkB transloc inh cell count 2 µM 126 and NFkB transloc pot cell count 2 µM 126.

(listing goes on)
Screening CC(=O)c1cc2c(cc1NC(=O)CN1CCN(c3cccc(C(F)(F)F)c3)CC1)OCO2 returned NFkB transloc pot 31, NFkB transloc inh -31, MRP resist rev 3, MRP resist rev cytotoxicity 63, MRP resist rev with doxorubicin 60, NFkB transloc inh cell count 2 µM 150 and NFkB transloc pot cell count 2 µM 150.
For CCOc1ccccc1NC(=O)CSc1nnc(-c2cnccn2)n1CC the results were PLAP inhibition -57%, Bcl-B displacement -6%, MRP resist rev 19, MRP resist rev cytotoxicity 81 and MRP resist rev with doxorubicin 63.
`COc1cc(C2C(C(=O)c3ccc(C)o3)=C(O)C(=O)N2c2cc(C)on2)ccc1O` (centres undefined) gave NFkB transloc pot 11, NFkB transloc inh -11, PLAP inhibition 15%, Bcl-B displacement 10%, MRP resist rev 1, MRP resist rev cytotoxicity 92, MRP resist rev with doxorubicin 92, NFkB transloc inh cell count 2 µM 143 and NFkB transloc pot cell count 2 µM 143.
For CCOC(=O)C(C(=O)OCC)[C@@H]1CS(=O)(=O)C[C@H]1C(C(=O)OCC)C(=O)OCC the results were PLAP inhibition -46%, Bcl-B displacement -2%, MRP resist rev 10, MRP resist rev cytotoxicity 87 and MRP resist rev with doxorubicin 77.
CCCc1cc(C(N)=O)c(NC(=O)c2cc(C)on2)s1 was read as NFkB transloc pot 16, NFkB transloc inh -16, PLAP inhibition -17%, Bcl-B displacement 11%, MRP resist rev 0, MRP resist rev cytotoxicity 72, MRP resist rev with doxorubicin 71, NFkB transloc inh cell count 2 µM 123 and NFkB transloc pot cell count 2 µM 123.
Screening CCOC(=O)Cn1c(=O)c2c(nc(N3CCOCC3)n2C)n(C)c1=O returned NFkB transloc pot -4, NFkB transloc inh 4, PLAP inhibition -22%, Bcl-B displacement 4%, MRP resist rev -5, MRP resist rev cytotoxicity 68, MRP resist rev with doxorubicin 73, NFkB transloc inh cell count 2 µM 142 and NFkB transloc pot cell count 2 µM 142.
Cc1ccc(OCC(=O)NCCN2CCOCC2)cc1C was read as NFkB transloc pot -1, NFkB transloc inh 1, PLAP inhibition -2%, Bcl-B displacement -17%, MRP resist rev 4, MRP resist rev cytotoxicity 114, MRP resist rev with doxorubicin 110, NFkB transloc inh cell count 2 µM 169 and NFkB transloc pot cell count 2 µM 169.
`CCOc1ccccc1NC(=O)C1CCCCN1S(=O)(=O)c1ccc(F)cc1` (centres undefined) gave NFkB transloc pot 8, NFkB transloc inh -8, PLAP inhibition 14%, Bcl-B displacement -4%, MRP resist rev -28, MRP resist rev cytotoxicity 65, MRP resist rev with doxorubicin 93, NFkB transloc inh cell count 2 µM 54 and NFkB transloc pot cell count 2 µM 54.
Screening OC(COC1CCCCC1)CN1CCN(c2ccccc2)CC1 (centres undefined) returned NFkB transloc pot 9, NFkB transloc inh -9, PLAP inhibition -40%, Bcl-B displacement -4%, MRP resist rev 2, MRP resist rev cytotoxicity 82, MRP resist rev with doxorubicin 81, NFkB transloc inh cell count 2 µM 150 and NFkB transloc pot cell count 2 µM 150.
`COc1ccc(NC(=O)CSc2nc(O)c(Cc3ccccc3)c(=O)[nH]2)cc1` gave NFkB transloc pot 14, NFkB transloc inh -14, PLAP inhibition -3%, Bcl-B displacement 6%, MRP resist rev -13, MRP resist rev cytotoxicity 89, MRP resist rev with doxorubicin 102, NFkB transloc inh cell count 2 µM 189 and NFkB transloc pot cell count 2 µM 189.

High-throughput results: PubChem BioAssay, several laboratories
